TNAP act hiacc: TNAP activators at high phosphate acceptor level, primary screen, biochemical, luminescence, uHTS. purified TNAP, CDP-star luminescence, 1 M DEA, 30 min; active compounds read high; 0 = EDTA background, 1 = DMSO-only activity. 200,000 tested, under 10 active. AID 1136, 2008. activation factor at 20 µM. Alkaline phosphatase, tissue-nonspecific isozyme (Homo sapiens), P05186;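 active means activation factor at least 2 at 20 µM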
Target sequence (P05186 whole entry, looked up): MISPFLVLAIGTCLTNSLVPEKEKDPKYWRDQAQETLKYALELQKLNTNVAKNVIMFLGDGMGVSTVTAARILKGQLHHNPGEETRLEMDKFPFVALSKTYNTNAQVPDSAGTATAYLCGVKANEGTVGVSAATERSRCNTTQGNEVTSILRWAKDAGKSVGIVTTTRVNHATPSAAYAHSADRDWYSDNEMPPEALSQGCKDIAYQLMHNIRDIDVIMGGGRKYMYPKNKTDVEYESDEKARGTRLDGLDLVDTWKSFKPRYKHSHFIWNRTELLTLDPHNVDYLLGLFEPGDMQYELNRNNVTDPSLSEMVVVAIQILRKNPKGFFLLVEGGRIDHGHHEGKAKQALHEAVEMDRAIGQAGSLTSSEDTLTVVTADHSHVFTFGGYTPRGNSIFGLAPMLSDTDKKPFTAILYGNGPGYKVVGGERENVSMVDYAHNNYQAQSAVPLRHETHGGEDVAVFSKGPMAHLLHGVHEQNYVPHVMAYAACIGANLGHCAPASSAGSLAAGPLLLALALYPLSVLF
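system = human TNAP | amount = enzyme diluted 1/800 final | reagent = 100 µM CDP-star substrate | signal = luminescent substrate turnover signal | dosing = one dose, 20 µM | benchmarks = EDTA negative control, DMSO positive control | measure = activation factor | timing = 30 min reaction, room temperature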
TNAP inh hi DEA: human TNAP enzyme inhibitors, primary screen, biochemical, luminescent, high phosphate acceptor level, uHTS | Alkaline phosphatase, tissue-nonspecific isozyme (Homo sapiens), P05186 | purified TNAP, CDP-star luminescence, 1 M DEA | inhibition, % at 20 µM | actives 0.03% (n = 200,000) | AID 1135, 2008;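 active means over 50% inhibition of tissue-nonspecific alkaline phosphatase at 20 µM in the single-dose screen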;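 further: plate controls were DMSO wells for no effect and EDTA-quenched wells as full inhibition for full effect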
PMI act: activators of human PMI, primary screen, biochemical, fluorescence intensity, near-Km mannose 6-phosphate; Mannose-6-phosphate isomerase (Homo sapiens), P34949; purified human PMI, coupled resazurin fluorescence, 20 min; active compounds read high; 1 = vehicle control, 0 substrate-free wells; activation factor at 20 µM; actives 0.005% (n = 190,000); AID 1214, 2008;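 active means activation factor of 2 or more at 20 µM, relative to plate controls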
Target sequence (P34949 whole entry, looked up): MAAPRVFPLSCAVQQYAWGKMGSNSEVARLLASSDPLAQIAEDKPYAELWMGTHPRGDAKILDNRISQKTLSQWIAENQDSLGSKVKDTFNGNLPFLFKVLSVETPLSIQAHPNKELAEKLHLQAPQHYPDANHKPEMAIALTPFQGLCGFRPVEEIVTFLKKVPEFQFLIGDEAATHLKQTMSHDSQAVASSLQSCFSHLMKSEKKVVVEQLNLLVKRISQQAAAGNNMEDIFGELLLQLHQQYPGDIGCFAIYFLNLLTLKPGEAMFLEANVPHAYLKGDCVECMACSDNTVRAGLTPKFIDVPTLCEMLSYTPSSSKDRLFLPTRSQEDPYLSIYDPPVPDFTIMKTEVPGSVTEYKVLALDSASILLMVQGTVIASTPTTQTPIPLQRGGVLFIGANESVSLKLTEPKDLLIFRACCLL
TNAP inh noacc: human TNAP enzyme inhibitors, primary screen, biochemical, luminescent, no phosphate acceptor, uHTS; purified TNAP, CDP-star luminescence, 30 min; actives 0.26% (n = 200,000); inhibition, % at 20 µM;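 active means tissue-nonspecific alkaline phosphatase inhibition above about 50% at 20 µM in the single-dose screen, limit read from the data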;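 further: 0% = DMSO negative control and 100% = EDTA positive control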
PMI act satM6P: human PMI activators, high substrate, primary screen, biochemical, fluorescence intensity, near-saturating mannose 6-phosphate. Mannose-6-phosphate isomerase (Homo sapiens), P34949. coupled PMI enzyme assay, resazurin fluorescence, 20 min; active compounds read high; 1 = untreated enzyme, 0 = substrate-free blank. activation factor at 20 µM. actives 0.34% (n = 190,000). AID 1216, 2008;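 active means activation factor of 2 or more at 20 µM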
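Test system: human phosphomannose isomerase with PGI, G6PDH, diaphorase coupling enzymes / Doses: 20 µM compound, 1% DMSO / Times: enzyme reaction with compound 20 min at room temperature / Measured by: Diaphorase-driven resazurin-to-resorufin fluorescence, excitation 544, emission 590 nm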
APP 5'UTR act: activators of APP 5'UTR luciferase reporter, primary screen, SH-SY5Y cells | SH-SY5Y APP 5'UTR luciferase reporter, luminescence; zero percent = DMSO vehicle wells | activation, % at 2 µM | actives 1% (n = 190,000) | AID 1276, 2008;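 active means activation above a set limit, based on mean plus 3 SD of controls, cut at about 140% in these data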; further: values of inactives mirror those of a sister screen read the other way
FLuc inhib CS: firefly luciferase enzyme inhibitors, primary screen, artefact control for luciferase-based inhibitor screens, biochemical, luminescence, ATPLite | inhibition, % at 10 µM | AID 1006, 2008 | actives 1.5% (n = 200,000) | 10 min;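 active means inhibition above about 50% when tested at 10 µM, limit read from the data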
bIAP activator: bovine intestinal alkaline phosphatase activators, primary screen, biochemical, bovine IAP, CDP-star luminescence | purified bovine IAP, 30 min; active compounds read high; fold of DMSO-control signal, blank-subtracted | actives 0.17% (n = 200,000) | alkaline phosphatase, intestinal [Bos taurus] | AID 1016, 2008 | activation factor at 20 µM;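 active means activation factor of 2 or more at 20 µM, a signal rise over negative controls twice the positive control's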
FLuc act counter: FLuc activators, initial screening, artefact control for FLuc-dependent activation tests, biochemical, ATPlite luminescence; Luciferin 4-monooxygenase (Photinus pyralis), P08659; activation factor at 10 µM; AID 1027, 2008; 200,000 tested, under 10 active; ATPlite luciferase biochemical, 10 min; 0 = ATP-free wells, 1 = DMSO control;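 active means luciferase activation factor, scaled between plate controls, of at least 2 with compound at 10 µM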
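Material: Luciferase/luciferin reagent mix | Doses: Test compounds dosed from 2 mM stocks in 100% DMSO | Timing: 10 min incubation after luciferase reagent addition, room temperature | Measured by: Luminescence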
NF-kB expr up: activators of NF-kB expression in neurons, primary screen, cell-based, HTS | human neuronal cells, NF-kB reporter expression; active compounds read high | fold change at 12.5 µM | actives 1.6% (n = 190,000); in the data active means fold change above about 3.3
* = called active by the depositor; · = not tested or not shown; & = joins results of further samples.

SMILES | TNAP act hiacc | TNAP inh hi DEA | PMI act | TNAP inh noacc | PMI act satM6P | APP 5'UTR act | FLuc inhib CS | bIAP activator | FLuc act counter | NF-kB expr up
Cc1ccc(S(=O)(=O)N(C(=O)c2ccncc2)c2ccc3oc4c(c3c2)CCCC4)cc1[N+](=O)[O-] | 1 | -4 | 0.9 | -3 | 1 | -6 | -8 | 1 | 1.1 | 0.93
CCOC(=O)C1=C(C)N=C2SC(C(=O)OC)=CC(=O)N2C1c1ccc(F)cc1 (configuration not stated) | 1 | -4 | 0.9 | -12 | 0.8 | 13 | -13 | 0.9 | 1.1 | 1.3
CC1(C)Cc2nc3sc4c(SCC(=O)NCc5ccccc5)ncnc4c3cc2CO1 | 1 | -2 | 1 | -23 | 1 | -67 | 20 | 1 | 0.8 | 3.9*
COc1cc(S(=O)(=O)Nc2cc(C)cc(C)c2)ccc1F | 1 | 2 | 1 | -1 | 1.1 | 4 | 1 | 1.6 | 1 | 0.89
CC(C)CC(C(=O)NC1CCCC1)N(Cc1ccc2c(c1)OCO2)C(=O)c1snc(C(N)=O)c1N (configuration not stated) | 1 | 0 | 0.9 | 6 | 1 | -7 | -6 | 0.9 | 1.1 | 0.36
COc1cc(SC)ccc1C(=O)Nc1ccccc1 | 1 | 0 | 1 | -12 | 1.1 | 58 | -3 | 0.6 | 1 | 3.7*
Cc1sc2ncn(CCC(=O)O)c(=O)c2c1C | 1.1 | -5 | 1 | -12 | 1.1 | 4 | -3 | 1 | 1 | 1
Cc1ccc(CNC(=O)CS(=O)(=O)c2ccccc2)cc1 | 1.1 | -7 | 1.1 | -6 | 1 | -1 | 1 | 1 | 1 | 0.99
CC(=O)Nc1nc2ccccc2[nH]1 | 1 | 1 | 1 | 10 | 0.9 | 17 | -2 | 1.1 | 1 | 1.2
CCOc1ccccc1C1CC(c2ccc(Cl)cc2)Nc2nc(N)nn21 (configuration not stated) | 1 | -1 | 0.9 | 0 | 0.9 | -11 | -2 | 1.1 | 1 | 1.2
CC1(C(=O)OCC(=O)N2c3ccccc3Sc3ccccc32)CC1(Cl)Cl (configuration not stated) | 1 | 3 | 0.8 | -7 | 0.9 | -30 | -2 | 0.7 | 1 | 1.1
Clc1cc2c(c(Cn3cnc4ccccc43)c1)OCOC2 | 1 | -1 | 1.1 | 0 | 1.1 | -1 | -6 | 0.9 | 1.1 | 1.2
O=[N+]([O-])c1ncccc1Oc1nc(-c2cccnc2)nc2ccccc12 | 1 | 3 | 0.7 | -2 | 0.3 | 3 | -1 | 1.1 | 1 | 1.3
Cc1ccc(C(=O)NNC(=O)Cc2cccs2)cc1 | 1 | 3 | 1 | -23 | 0.9 | 8 | 1 | 0.8 | 1 | 1.6
Nc1nc(C2CC2)c(Sc2sc(N)nc2C2CC2)s1 | 1.1 | -6 | 0.8 | -4 | 0.9 | 5 | -10 | 1 | 1.1 | 0.86
O=C(CCNS(=O)(=O)c1ccc(Br)s1)NCc1ccccc1 | 1 | 2 | 0.9 | 7 | 0.9 | -10 | 0 | 1.1 | 1 | 1.1
O=S(=O)(Cc1ccccc1)N1CCCC1 | 1.1 | -6 | 0.9 | -13 | 0.9 | 0 | -6 | 0.9 | 1.1 | 1.5
CCc1ccc(-n2c(=O)c3ccccc3n(CC(=O)C(C)(C)C)c2=O)cc1 | 1 | 0 | 1 | -1 | 0.9 | 12 | -2 | 1 | 1 | 1
O=C(O)CCCN=C1CCCc2ccccc2N1 | 1 | -4 | 1 | -9 | 1 | -4 | -4 | 0.8 | 1 | 0.96
O=C(CN1C(=O)C2CCCCC2C1=O)N1CCN(c2ccccc2)CC1 (configuration not stated) | 1 | -2 | 1 | -3 | 1 | -11 | -7 | 1 | 1.1 | 1.3
COc1cccc2cc(C(=O)N3CCN(C/C=C/c4ccccc4)CC3)c(=O)oc12 | 1 | -5 | 1 | -9 | 1.1 | 15 | -6 | 1.1 | 1.1 | 1.1
CN(CCC#N)C(=O)c1ccc(CNS(=O)(=O)c2ccc(F)cc2)cc1 | 1.1 | -7 | 0.9 | -13 | 0.9 | · | -8 | 1 | 1.1 | 1.1
O=C(O)Cc1csc(-c2cccc(F)c2)n1 | 1 | -2 | 1.2 | -7 | 1 | 9 | -4 | 0.9 | 1 | 1
O=C(NCc1ccccn1)c1ccc(/C=N/O)nc1 | 1 | -3 | 0.9 | -10 | 0.9 | 5 | -4 | 1 | 1 | 1.2
COc1cc(S(=O)(=O)NC(C)C)ccc1Cl | 1.1 | -6 | 1.1 | 1 | 1.1 | -20 | -6 | 0.9 | 1.1 | 1
COc1ccc2nc3c(cc2c1)c(NC(=O)C1CCCO1)nn3CC(C)C (configuration not stated) | 1.1 | -10 | 0.9 | -30 | 0.7 | -4 | -2 | 1.1 | 1 | 0.45
Cc1ccc2[nH]c(=O)c(C(c3nnnn3Cc3ccccc3)N3CCc4ccccc43)cc2c1 (configuration not stated) | 1 | -2 | 0.8 | -5 | 1 | -2 | 2 | 0.9 | 1 | 1
CC(=O)Oc1ccc(N(C(C)=O)S(=O)(=O)c2cccs2)c2ccccc12 | 1 | -4 | 0.9 | -3 | 1 | -1 | -2 | 0.9 | 1 | 0.71
Cc1ccc(Cl)cc1NC(=O)c1ccccc1OCC(=O)Nc1ccc(Cl)cc1 | 1 | 4 | 1 | 2 | 1.1 | -3 | 1 | 1 | 1 | 0.92
O=C(Nc1nccs1)c1ccc(Cl)c(S(=O)(=O)N2CCOCC2)c1 | 1 | 0 | 1 | -9 | 1 | 0 | 1 | 0.9 | 1 | 0.93
Cc1cc(C(=O)NNC(=S)NC(C)c2ccccc2)c2ccccc2n1 (configuration not stated) | 1 | -1 | 1.2 | -10 | 1.1 | · | -8 | 1.3 | 1.1 | 0.91
O=C(NC1CCC(C(=O)O)CC1)OCc1ccccc1 (configuration not stated) | 1.1&1 | -6&0 | 1&0.9 | -8&-6 | 1&0.9 | 0&14 | -4&-4 | 0.9&0.9 | 1&1 | 1.1&1.3
CN(c1ccccc1)S(=O)(=O)c1ccc(C(=O)NCC2CCCO2)cc1 (configuration not stated) | 1.1 | -8 | 0.9 | -9 | 0.9 | -22 | -3 | 0.9 | 1 | 1
COc1ccc(CCCc2nnc(SCC(=O)Nc3ccc(C)c(C)c3)o2)cc1 | 1 | -2 | 0.8 | -7 | 0.9 | -10 | -2 | 0.9 | 1 | 1
COc1ccc(NC(=O)CSC2CCCCC2)cc1 | 1 | 1 | 0.9 | -6 | 1 | 62 | 1 | 0.8 | 1 | 2.3
Cc1ccc(CN2CCN(CC(=O)N3CCc4ccccc4C3)C2=O)cc1 | 1.1 | -5 | 1 | -4 | 1.1 | 15 | -4 | 1.1 | 1 | 0.96
O=C(Nc1ccccc1Oc1ccccc1)C1CCCC1 | 1 | -4 | 1 | -7 | 0.9 | -3 | -3 | 1 | 1 | 1.2
O=C(c1ccc(Cl)cc1)N1CCN=C1c1ccccc1 | 1 | -2 | 0.9 | 0 | 0.9 | -11 | -2 | 1 | 1 | 0.93
Cc1ccc(-c2nc(NC(=O)c3nn(C)cc3[N+](=O)[O-])sc2C)cc1 | 1.1 | -6 | 1 | -12 | 1 | -95 | -6 | 0.9 | 1.1 | 0.21
c1ccc(-c2noc(-c3cccc4ccccc34)n2)nc1 | 1.1 | -8 | 0.9 | -12 | 1 | 81 | 77* | 0.9 | 0.2 | 2.5
O=S(=O)(NC1CCCCC1)c1cccc(-c2nnc(-c3ccccc3)o2)c1 | 1 | -2 | 1 | -7 | 1 | 1 | -6 | 0.6 | 1.1 | 1.1
CC(=O)c1c(O)c2ccccc2n(C(C)C)c1=O | 1 | -4 | 0.9 | -8 | 0.9 | -3 | -2 | 1 | 1 | 1.1
Cc1ccc(C(=O)Nc2ccc(S(=O)(=O)N3CCOCC3)cc2)cc1 | 1 | -2 | 1 | -6 | 1 | 1 | 1 | 1.1 | 1 | 1.6
CNC(=S)NC1CC2CCCC(C1)N2Cc1ccc(C)cc1 (configuration not stated) | 1 | -4 | 1 | -6 | 1.1 | -9 | -7 | 0.8 | 1.1 | 1.1
COc1ccc(-n2c(N)c(C(=O)NCc3cccnc3)sc2=S)cc1 | 1 | -3 | 0.9 | -8 | 1 | -5 | -4 | 1 | 1 | 0.98
COC(=O)Nc1ccc(S(=O)(=O)NCc2ccccn2)cc1 | 1.1 | -6 | 1.1 | -14 | 1.1 | 8 | -6 | 1.1 | 1.1 | 0.95
CCCCc1cc2c(s1)CCCC/C2=N/O | 1 | 3 | 0.9 | -2 | 0.9 | 2 | -4 | 1 | 1 | 1.7
N#Cc1cc(-c2cccc(Cl)c2)c[nH]c1=O | 1 | 3 | 0.9 | -11 | 0.9 | 0 | -4 | 0.9 | 1 | 1
O=C(COn1nnc2ccc(C(F)(F)F)cc21)Nc1c(Cl)cccc1Cl | 1 | -2 | 1.1 | -5 | 1 | -3 | 0 | 0.8 | 1 | 1.1
O=C(CCN1C(=O)C2C3CCC(C3)C2C1=O)Nc1ccc(Br)cc1 (configuration not stated) | 1 | -1 | 1 | -3 | 1 | 20 | -3 | 1.1 | 1 | 1.1
Cc1ccc(CCNC(=O)C2CCN(S(=O)(=O)N3CCC4(CC3)OCCO4)CC2)cc1 | 1 | -5 | 1 | -14 | 1.1 | · | -5 | 1 | 1.1 | 1
COc1ccccc1NC(=O)N1CCCC1C(=O)Nc1ccc2c(c1)OCO2 (configuration not stated) | 1 | 1 | 1.1 | 0 | 0.7 | 16 | -6 | 1.1 | 1.1 | 1.2

In the list so far, these have fluorine:
SMILES | TNAP act hiacc | TNAP inh hi DEA | PMI act | TNAP inh noacc | PMI act satM6P | APP 5'UTR act | FLuc inhib CS | bIAP activator | FLuc act counter | NF-kB expr up
CCOC(=O)C1=C(C)N=C2SC(C(=O)OC)=CC(=O)N2C1c1ccc(F)cc1 (configuration not stated) | 1 | -4 | 0.9 | -12 | 0.8 | 13 | -13 | 0.9 | 1.1 | 1.3
COc1cc(S(=O)(=O)Nc2cc(C)cc(C)c2)ccc1F | 1 | 2 | 1 | -1 | 1.1 | 4 | 1 | 1.6 | 1 | 0.89
CN(CCC#N)C(=O)c1ccc(CNS(=O)(=O)c2ccc(F)cc2)cc1 | 1.1 | -7 | 0.9 | -13 | 0.9 | · | -8 | 1 | 1.1 | 1.1
O=C(O)Cc1csc(-c2cccc(F)c2)n1 | 1 | -2 | 1.2 | -7 | 1 | 9 | -4 | 0.9 | 1 | 1
O=C(COn1nnc2ccc(C(F)(F)F)cc21)Nc1c(Cl)cccc1Cl | 1 | -2 | 1.1 | -5 | 1 | -3 | 0 | 0.8 | 1 | 1.1
